GPR7 antag: antagonists of human GPR7 (neuropeptides B/W receptor 1); P48145; GPR7-expressing cells, fluorescence antagonist assay; inhibition, % at 4.4 µM; 290,000 tested, 1.1% active; AID 1861; in the data active means inhibition above about 16%, passing the limit was not always enough;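 further: cells stimulated with the agonist NPW; 0% = agonist with vehicle and 100% = vehicle without agonist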
Target sequence (P48145 whole entry, looked up): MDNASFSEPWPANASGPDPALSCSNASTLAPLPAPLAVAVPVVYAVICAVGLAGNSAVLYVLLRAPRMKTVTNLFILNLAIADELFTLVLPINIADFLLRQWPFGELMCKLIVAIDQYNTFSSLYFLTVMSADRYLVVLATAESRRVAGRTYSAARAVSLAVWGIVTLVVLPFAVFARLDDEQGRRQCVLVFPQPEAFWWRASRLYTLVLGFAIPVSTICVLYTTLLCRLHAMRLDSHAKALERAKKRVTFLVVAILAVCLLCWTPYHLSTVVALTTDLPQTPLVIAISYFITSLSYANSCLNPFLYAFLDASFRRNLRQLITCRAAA
TAAR1 antagonist: human TAAR1 antagonism | 360,000 tested, 1.5% active | CHO RD-HGA16 TAAR1, Fluo-8 calcium fluorescence, antagonist | inhibition, % at 3 µM;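 active means inhibition above a per-plate cutoff, the mean inhibition of test compounds on that plate plus 3 SD, cut at about 49% in these data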;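 further: 0% = DMSO plus EC80 beta-PEA response and 100% = DMSO alone without agonist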
Target sequence (Q96RJ0 whole entry, looked up): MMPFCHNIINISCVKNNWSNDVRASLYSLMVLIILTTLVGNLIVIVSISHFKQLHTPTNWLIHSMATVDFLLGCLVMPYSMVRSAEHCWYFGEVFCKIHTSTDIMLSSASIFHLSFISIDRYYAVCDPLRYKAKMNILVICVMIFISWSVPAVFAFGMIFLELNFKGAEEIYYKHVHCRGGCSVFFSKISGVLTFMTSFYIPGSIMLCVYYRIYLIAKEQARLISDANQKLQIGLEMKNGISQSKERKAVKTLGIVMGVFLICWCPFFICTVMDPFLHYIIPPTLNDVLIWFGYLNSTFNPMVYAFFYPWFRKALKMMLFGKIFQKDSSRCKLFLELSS
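Test system – hTAAR1-expressing CHO RD-HGA16 cells, Gα16-coupled · Reagent – β-PEA at EC80 concentration, post-compound challenge · Compound dosing – 3 µM, single point · Timing – 140 s kinetic read after compound, 140 s after agonist · Detection – Fluo-8 intracellular calcium dye fluorescence, real-time kinetic reads · Control set – DMSO and EC80 PEA controls · Repeats – n of 1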
V1R ag counter: activates human V1a receptor in oxytocin agonist counter-screen. CHO-V1R cells, Fluo-8 calcium fluorescence, agonist mode; 0% DMSO, 100% 3 nM vasopressin. 320,000 tested, 0.25% active. activation, % at 3 µM;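 active means activation above the mean activation of all tested compounds plus 3 SD, per screening run, cut at about 20% in these data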;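 further: signal is peak over basal fluorescence ratio across a 100 second FLIPR read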
OXTR potentiate: potentiators of human oxytocin receptor | AID 2445 | CHO-OTR cells, Fluo-8 calcium fluorescence, potentiator mode; 0% = oxytocin EC15, 100% = EC100 | activation, % at 3 µM | 320,000 tested, 0.061% active;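 active means activation above that plate's cutoff, the mean activation of tested compounds plus 3 SD, cut at about 6.6% in these data, passing the limit was not always enough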;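 further: 100% uses oxytocin at 75 nM as the full agonist control; some results filed as inactive read as strong as hits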
Target sequence (P30559 whole entry, looked up): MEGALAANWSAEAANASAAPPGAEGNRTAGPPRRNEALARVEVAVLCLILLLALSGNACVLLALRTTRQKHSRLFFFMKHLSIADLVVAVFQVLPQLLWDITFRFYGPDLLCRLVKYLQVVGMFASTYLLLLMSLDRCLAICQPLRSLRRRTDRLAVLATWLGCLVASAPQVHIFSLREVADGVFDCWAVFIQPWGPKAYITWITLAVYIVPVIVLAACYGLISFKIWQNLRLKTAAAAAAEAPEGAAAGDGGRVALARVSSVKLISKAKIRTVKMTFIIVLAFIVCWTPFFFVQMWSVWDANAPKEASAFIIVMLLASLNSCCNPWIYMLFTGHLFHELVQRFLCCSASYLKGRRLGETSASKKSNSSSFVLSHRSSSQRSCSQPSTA
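System: human OTR in CHO cells; Also added: sub-maximal oxytocin, roughly EC15; Timing: compound 6 min at room temperature before oxytocin, 100 s read; Technique: Fluo-8 intracellular calcium fluorescence, ex 470-495, em 515-575 nm; Controls: oxytocin EC15 low and EC100 high; Replication: singlicate.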
CHO-K1 Ca ag: nonselective activator or artifact in parental CHO-K1 cells. Fluo-8 calcium fluorescence; scaled to maximal ATP response, vehicle zero. activation, % at 3 µM. 360,000 tested, 0.48% active. AID 602248; in the data active means activation above about 15%;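 further: untransfected CHO-K1 host cells lacking M1 receptor as counterscreen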
OXTR ag: human OXTR agonism. activation, % at 3 µM. 320,000 tested, 0.32% active. CHO-OTR cells, Fluo-8 calcium fluorescence; normalized: DMSO 0%, oxytocin 100%. P30559;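 active means activation above the mean of all tested compounds plus 3 SD, cutoff set per screening run, cut at about 20% in these data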;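 further: peak over basal fluorescence ratio from a 100 s FLIPR kinetic read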
M1 PAM parental: nonselective activator or artifact in parental CHO-K1 calcium assay; ATP EC20, Fluo-8 calcium fluorescence; 0% at ATP EC20, 100% at ATP max; activation, % at 3 µM; 360,000 tested, 0.02% active;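 active means activation above the run cutoff, the mean activation of all test compounds plus 3 SD, cut at about 40% in these data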;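 further: peak over basal fluorescence ratio in a 140 s read after ATP addition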
CHO parental Ca: counter-screen: ATP calcium response change in parental CHO cells. parental CHO-K1, ATP-induced calcium, Fluo-8 fluorescence. 330,000 tested, 0.63% active. AID 463079. inhibition, % at 5.6 µM;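 active means inhibition above that plate's mean sample inhibition plus 3 SD, cut at about 26% in these data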;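 further: 0% = ATP-challenged DMSO wells and 100% = DMSO wells without ATP; some compounds past the cut are filed as inactive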
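Test system: untransfected parental CHO cell line; also added: ATP stimulus; dosing: 5.6 µM, single dose; signal: calcium-sensitive Fluo-8 fluorescence; measure: percent inhibition of ATP-evoked calcium rise, normalized to controls; benchmarks: low control ATP plus DMSO, high control DMSO only; replication: one well per compound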
CHO-K1 Ca antag: counter-screen for M1 antagonists: effect in parental CHO-K1 cells. ATP-induced calcium, Fluo-8 fluorescence. inhibition, % at 3 µM. 360,000 tested, 0.6% active;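 active means inhibition above a per-plate cutoff, the plate's mean sample inhibition plus 3 SD, cut at about 24% in these data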;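 further: 0% = DMSO plus EC80 ATP and 100% = DMSO alone without ATP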
* marks the source's active call; other numbers are inactive results; nt = not tested or not shown.

SMILES	GPR7 antag	TAAR1 antagonist	V1R ag counter	OXTR potentiate	CHO-K1 Ca ag	OXTR ag	M1 PAM parental	CHO parental Ca	CHO-K1 Ca antag
CCOC(=O)C1CCCN(C(=S)NC2CCCC2)C1 (stereo unspecified)	-8.7	-3.2	1.2	-1.1	1.3	-0.3	18.5	0.9	-5.7
COc1ccc(CNC(=O)CCCn2nc(C)n3c(cc4sccc43)c2=O)cc1	-6.5	-13.0	3.7	-0.7	1.0	0.1	22.8	-27.6	-9.5
Cc1ccccc1S(=O)(=O)N1CCN(c2ccc3c(c2)C2CC3CCN2C(=O)OCc2ccccc2)CC1 (stereo unspecified)	nt	14.1	nt	nt	0.5	nt	9.4	nt	8.3
Cc1c(NC(=O)Nc2ccc(Cl)cc2Cl)c(=O)n(-c2ccccc2)n1C	-9.8	-13.0	-0.2	-5.8	0.4	-0.6	12.3	-6.5	-11.0
CCOc1ccc(CC(=O)N2CCN=C2SCc2ccc([N+](=O)[O-])cc2)cc1	8.0	4.0	4.0	-11.1	0.4	3.4	21.9	4.0	-10.1
COc1ccc(N(CC(=O)NCCc2ccccc2)C(=O)CCC(=O)Nc2nccs2)cc1	3.0	-17.4	0.6	-3.0	0.9	-0.6	7.1	-18.8	-19.8
CCc1cc2c(=O)n(Cc3ccco3)c(SCc3c(C)noc3C)nc2s1	5.7	-11.6	0.2	-12.5	-0.6	-2.4	-21.7	-8.3	12.5
CN(Cc1ccon1)Cc1cn[nH]c1-c1ccc(-c2ccccc2)cc1	-3.7	14.7	1.0	-14.1	1.7	1.1	-3.7	-6.1	3.5
O=C(c1cccc([N+](=O)[O-])c1)N1CCN(C(=O)c2ccco2)CC1	-1.1	-5.5	1.0	0.5	-0.1	0.4	13.8	-7.2	-7.4
C/C(=N\OCC(=O)OC(C)C(=O)Nc1ccc(C(N)=O)cc1)c1ccc2c(c1)OCO2 (stereo unspecified)	7.7	-2.0	7.3	-11.4	8.4	6.9	-18.5	-0.1	19.0
Cc1nn(CC(=O)N(C)C)c(=O)c2ccccc12	1.4	6.1	-0.2	-1.0	0.8	1.4	2.6	5.2	-3.1
COc1ccc(/C=N/NC(=O)c2ccc(-n3cnnn3)cc2)cc1	nt	-10.4	nt	nt	0.1	nt	-4.0	nt	5.4
CCn1cc(C(=O)NC(=S)Nc2sc3c(c2C(=O)OC)CCCCCC3)cn1	-8.7	-9.6	0.4	-5.0	0.2	-0.1	24.2	5.6	-15.2
C=CCn1c(C(C)NC(=O)c2ccccc2C)n[nH]c1=S (stereo unspecified)	-1.3	8.9	0.4	-2.6	0.3	1.4	17.9	4.1	-3.9
CC(=O)c1cccc(Nc2nc3ccccc3n3cnnc23)c1	-9.6	30.7	3.6	-14.8	4.5	-1.5	-6.4	-8.8	-12.9
CCN(CC)C(=O)/C=C/c1ccccc1	nt	2.4	0.0	4.0	0.2	0.2	5.1	-12.4	-8.9
CCOC(=O)c1c(C)[nH]c(C)c1S(=O)(=O)NC(C)Cc1ccco1 (stereo unspecified)	-8.9	-15.9	0.6	-3.9	0.4	-0.2	-3.3	0.3	0.9
CCc1nc(SCC(=O)Nc2ccccc2Cl)n[nH]1	-3.1	-8.8	0.2	-9.4	0.2	0.1	-0.1	-4.4	1.6
N#Cc1ccc(S(=O)(=O)N2CCN(C(=O)C3CC(=O)N(c4ccc5c(c4)OCCO5)C3)CC2)cc1 (stereo unspecified)	nt	-22.3	-1.0	-3.9	1.9	-0.8	2.3	-5.9	5.1
CCCCC(c1nnnn1CC1CCCO1)N1CCN(c2cccc(C)c2C)CC1 (stereo unspecified)	-6.7	-10.5	-0.3	-14.5	-0.3	-2.0	9.0	-28.1	-3.0
CCCCCc1nnc(N)s1	-11.1	14.5	0.6	-0.4	-0.3	-0.5	-4.8	-12.1	2.6
COc1cccc(C(=O)Nc2cc(C)nn2-c2ccccc2)c1OC	-0.5	24.0	-0.6	-7.5	3.4	-1.2	9.6	-8.5	-14.1
Cc1nc(SCC(=O)N2CCCCCC2)[nH]c(=O)c1C	nt	-3.5	0.2	0.6	0.2	-0.1	-5.8	1.6	7.3
COC(=O)CNC(=O)COC(=O)/C=C/c1ccc2ccccc2n1	-4.2	6.0	1.5	-1.6	16.0*	1.0	3.1	-11.3	12.7
CCOC(=O)C1=C(CNCCc2ccc(Cl)cc2)NC(=O)NC1c1cccc([N+](=O)[O-])c1 (stereo unspecified)	-2.5	-14.3	-0.9	7.9	0.0	0.0	2.9	-26.7	-14.8
COC(=O)CCN1CCC2CC1c1cc(Cl)ccc12 (stereo unspecified)	nt	-4.3	nt	nt	0.8	nt	15.8	nt	-12.9
CN1CCN(Cc2nc3ccccc3c(=O)n2Cc2nc(-c3ccccc3F)cs2)CC1	-8.8	-50.0	0.7	-4.8	-0.2	2.0	20.0	-12.1	-6.8
C=CCNC(=S)NNC(=O)COc1c(Cl)cc(Cl)cc1Cl	-9.1	-13.7	1.0	1.5	0.7	-2.8	-11.8	-12.6	15.3
COC(=O)c1cnc(SCc2ccc(Cl)cc2)n1C	-14.1	7.0	1.1	1.6	-0.2	-2.4	4.2	-5.6	-4.4
CC(C)NC(=O)C1COc2ccccc2O1 (stereo unspecified)	-3.7	-5.6	0.8	-2.9	0.8	-0.7	23.5	-6.9	-6.7
COc1ccc(CC(=O)NC(c2ccccc2)c2ccccc2)cc1S(=O)(=O)N1CCOCC1	-9.0	28.3	0.1	-6.4	2.7	-1.8	3.8	-28.1	0.9
C[C@H](CO)N1C[C@H](C)[C@@H](CN(C)Cc2ccc(Cl)c(Cl)c2)Oc2c(NC(=O)C3CC3)cccc2C1=O	nt	45.2	-1.0	-2.0	0.0	-2.0	-5.0	-27.8	-1.1
Cc1ccc(OCC(=O)Nc2ccc(N3CCN(C(=O)c4ccco4)CC3)cc2)cc1	-2.8	18.3	6.2	-26.7	9.9	5.4	1.9	0.7	-10.8
O=C(N1CCN(c2ncccn2)CC1)C12CC3CC(CC(C3)C1)C2	nt	-11.2	-0.5	-8.6	0.6	-0.4	12.7	-11.6	-12.7
O=C(CSc1nc2ccccc2[nH]1)c1ccccc1F	-7.6	-12.8	-0.9	-18.3	1.2	-1.3	7.3	-18.9	-24.3
CCOCCCNCc1cc(Br)ccc1OCC	10.1	5.2	-0.2	-5.6	2.6	-0.9	21.4	-1.9	-16.0
CCCNc1cc(C)c(C#N)c2nc3ccccc3n12	-12.7	-0.5	0.9	-2.3	0.2	-0.2	-6.8	-2.3	21.7
CCN(C=NC1=NN(c2cccc(C(F)(F)F)c2)CC1)CC	-4.6	8.6	0.6	-0.3	0.5	-1.4	4.2	-7.8	-1.5
COc1ccccc1C(=O)COC(=O)Cc1n[nH]c(=O)c2ccccc12	nt	-2.8	0.8	6.3	0.2	1.3	-22.3	4.9	12.2
Cc1ccc2nc(SCC(=O)N(CC(C)C)c3c(N)n(CC(C)C)c(=O)[nH]c3=O)[nH]c2c1	-0.8	6.2	2.0	2.5	0.7	-0.9	14.5	-23.7	-10.4
CCn1c(CCC(=O)N(C)CC(=O)Nc2cccc(F)c2)nc2cc(S(=O)(=O)N(C)C)ccc21	nt	-16.7	-0.7	-5.5	0.2	-0.2	-17.2	-11.2	5.5
Cn1c2c(c(=O)n(C)c1=O)C(c1cc3c(cc1Br)OCO3)CC(=O)N2 (stereo unspecified)	-0.8	6.5	3.5	-1.4	0.2	1.3	17.0	3.9	-5.5
COc1ccc(C(=O)C2CCN(C(=O)Nc3ccc(C)cc3)CC2)cc1	-1.9	-8.3	5.5	-4.1	18.8*	3.4	-3.1	-1.0	4.1
CCc1cccc2sc(NC(=O)C3CC3)nc12	0.9	-23.4	-1.7	3.3	0.1	-3.4	7.6	-5.4	-5.1
O=C(C1=C(O)C(=O)N(c2nc3ccc(Cl)cc3s2)C1c1ccco1)c1ccco1 (stereo unspecified)	nt	-31.3	1.4	-1.1	-0.2	-0.7	15.5	-16.2	-14.9
CCOC(=O)C1C(=O)Nc2nc(C)nn2C1c1ccccc1 (stereo unspecified)	-4.1	-2.0	0.3	-2.0	-0.2	0.1	7.7	4.9	-0.4
Cc1cccc(C2N(c3ccc(F)cc3)C(=O)C3CCCN32)c1 (stereo unspecified)	5.8	-9.1	-0.3	-13.6	-0.5	-0.7	-13.0	-10.2	30.6*
Cc1ccc(NC(=O)CSc2nc(N)cc(N)n2)cc1S(=O)(=O)N1CCOCC1	20.0*	-12.5	-0.3	-11.4	1.0	-1.0	11.5	-3.3	-13.7
CCCC(=O)NC(c1ccc(N(C)C)cc1)c1c(O)ccc2ccccc12 (stereo unspecified)	-17.0	-8.9	5.5	-3.5	2.5	-1.3	27.1	-13.1	-7.6
Cc1ccc2c(c1)NC(=O)c1cccc([N+](=O)[O-])c1CO2	14.7	-22.6	-0.5	-4.8	nt	0.9	nt	-15.2	nt

The list continues.
SMILES	GPR7 antag	TAAR1 antagonist	V1R ag counter	OXTR potentiate	CHO-K1 Ca ag	OXTR ag	M1 PAM parental	CHO parental Ca	CHO-K1 Ca antag
CCOC(=O)C1CCN(S(=O)(=O)c2ccc(NC(=O)OC)cc2)CC1	11.3	6.1	4.9	-16.3	1.5	7.2	7.0	-5.2	-11.4
CCCCCC(=O)NC(=S)NNC(=O)CC	-10.5	10.1	0.3	0.3	1.4	-0.2	9.7	-4.7	-7.4
O=c1cc(NC2CCCCC2)c2ccccc2o1	4.0	-3.0	1.2	2.5	3.5	-0.1	15.0	-8.6	-20.3
COc1ccc(OC)c(-n2nnnc2SCC(=O)Nc2ccc(C(=O)N3CCCCC3)cc2)c1	2.7	0.3	4.2	-6.3	5.8	6.1	4.3	-20.5	-17.4
CCCCn1c(C(C)O)nc2ccccc21 (stereo unspecified)	-12.9	2.2	-0.1	-0.7	0.3	-1.4	13.9	-4.5	-17.4
CCOC(=O)CC1C(=O)NCCN1S(=O)(=O)c1ccc(Br)cc1 (stereo unspecified)	-9.8	-4.8	0.6	1.6	1.8	0.2	24.1	-11.2	-4.0
COc1cc(NC(=O)c2ccccc2Cl)c(OC)cc1NC(=O)CN1CCOCC1	-7.3	23.4	-0.3	-16.6	0.8	0.8	2.8	-8.8	-7.2
O=C(Nc1ccc(NC(=O)c2cccs2)cc1Cl)c1ccco1	-14.5	15.9	0.9	-16.5	1.1	0.1	5.0	-14.3	-5.4
Cc1ncn(C23CC4CC(CC(C4)C2)C3)n1	-2.4	-6.0	-0.2	-7.4	0.6	-0.9	28.4	0.6	-14.2

Ordered by value in OXTR potentiate (ascending): 3 of the compounds above
molecule	OXTR potentiate
CCOC(=O)C1CCN(S(=O)(=O)c2ccc(NC(=O)OC)cc2)CC1	-16.3
Cc1ncn(C23CC4CC(CC(C4)C2)C3)n1	-7.4
O=c1cc(NC2CCCCC2)c2ccccc2o1	2.5

Bioassay records from PubChem BioAssay.
